# hIAP act – human IAP activators, primary screen, biochemical, luminescence, uHTS | 0.16% of 330,000 active | purified human IAP, CDP-Star luminescence, 30 min; hits give high values; 1 = vehicle-only enzyme, 0 = enzyme-free background | Intestinal-type alkaline phosphatase (Homo sapiens), P09923 | activation factor at 10 µM;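 active = activation factor of the enzyme at least 2-fold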; note: the source names both 10 and 20 µM as test concentration; values of inactives mirror those of a sister screen read the other way
# Target sequence (P09923 whole entry, looked up): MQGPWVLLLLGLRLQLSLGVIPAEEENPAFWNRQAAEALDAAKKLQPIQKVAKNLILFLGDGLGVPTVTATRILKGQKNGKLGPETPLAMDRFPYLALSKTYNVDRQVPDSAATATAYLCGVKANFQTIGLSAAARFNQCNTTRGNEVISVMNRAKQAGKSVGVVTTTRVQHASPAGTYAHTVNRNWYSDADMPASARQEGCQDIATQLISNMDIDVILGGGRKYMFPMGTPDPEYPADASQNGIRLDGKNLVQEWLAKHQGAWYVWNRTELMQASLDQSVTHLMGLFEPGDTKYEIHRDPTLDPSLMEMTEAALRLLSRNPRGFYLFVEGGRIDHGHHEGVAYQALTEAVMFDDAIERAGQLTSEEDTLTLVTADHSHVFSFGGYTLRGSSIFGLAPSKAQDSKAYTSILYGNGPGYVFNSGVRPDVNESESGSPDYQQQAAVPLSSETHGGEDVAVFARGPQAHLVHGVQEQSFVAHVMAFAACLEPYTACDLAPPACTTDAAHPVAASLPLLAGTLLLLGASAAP
# SENP6 block – SENP6 protease inhibitors, primary screen, biochemical, luminescence, uHTS; Sentrin-specific protease 6 (Homo sapiens), Q9GZR1; Recombinant SENP6 catalytic domain, aminoluciferin luminescence; inhibition, % at 10 µM; 1.8% of 330,000 active; AID 2599, 2010;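 active = inhibition above about 50% at the single tested dose, limit read from the data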;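 note: plate controls were DMSO wells with enzyme for no effect and DMSO wells lacking enzyme for full effect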
# SENP8 block – human SENP8 protease inhibitors, primary screen, biochemical, fluorescence, Nedd8 protein substrate, uHTS | recombinant SENP8 | inhibition, % at 20 µM | 0.64% of 360,000 active | AID 602440, 2012; in the data active = inhibition mostly above about 40%, no sharp cut-off; inactive = mostly below about 27%
# Target sequence (Q96LD8 whole entry, looked up): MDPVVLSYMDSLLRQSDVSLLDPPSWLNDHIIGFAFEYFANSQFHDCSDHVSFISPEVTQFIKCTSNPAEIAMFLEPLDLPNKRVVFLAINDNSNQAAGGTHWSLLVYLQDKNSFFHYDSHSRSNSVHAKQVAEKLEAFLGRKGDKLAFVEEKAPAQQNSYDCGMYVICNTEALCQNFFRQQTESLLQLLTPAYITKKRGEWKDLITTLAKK
# SENP1 FRET inh – human SENP1 catalytic domain inhibitors, primary screen, biochemical, FRET, uHTS | AID 624204, 2012 | 0.21% of 360,000 active | Sentrin-specific protease 1 (Homo sapiens), Q9P0U3 | recombinant SENP1 catalytic domain, CyPet-SUMO1-YPet FRET cleavage | inhibition, % at 10 µM;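 active = inhibition at least 30% at 10 µM, raw YFP signal under a set limit, fluorescence ratio 0.5 to 1.5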;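 note: 0% = enzyme with DMSO and 100% = no enzyme wells; some results filed as inactive read as strong as hits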
# Target sequence (Q9P0U3 419-644 limits assumed): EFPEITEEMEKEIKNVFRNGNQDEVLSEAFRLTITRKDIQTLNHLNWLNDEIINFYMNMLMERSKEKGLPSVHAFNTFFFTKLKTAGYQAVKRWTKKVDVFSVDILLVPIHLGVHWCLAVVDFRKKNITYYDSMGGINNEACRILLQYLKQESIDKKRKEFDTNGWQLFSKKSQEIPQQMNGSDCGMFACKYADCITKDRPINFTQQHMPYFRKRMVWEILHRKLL
#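 system = hSENP1 catalytic domain, recombinant | reagent = SFCypet-SUMO1-SFYpet substrate at 25 nM | doses = one dose per compound, 10 µM, 0.5% DMSO | incubation = enzyme reaction for 50 min at room temperature, dark | measured by = FRET, CFP and YFP emission | controls = no-enzyme low, enzyme-DMSO high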
# ATG4B inh – ATG4B protease inhibitors, primary screen, biochemical, fluorescence, uHTS; Cysteine protease ATG4B (Homo sapiens), Q9Y4P1; ATG4B cleavage of LC3-PLA2, NBD-HPC fluorescence, 1 h; inhibition, % at 8.33 µM; 0.51% of 340,000 active; in the data active = inhibition above about 40%
# NR3A LBD binder – binders of NR3A ligand-binding domain, primary screen, biophysical, differential scanning fluorimetry, uHTS; NR3A LBD differential scanning fluorimetry, Tm shift; 0% = protein alone, 100% = glycine-bound protein; 2.5% of 340,000 active; Tm shift relative to glycine control, % at 25 µM; AID 1259313, 2017;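 active = melting temperature shift of at least 10% of the positive control shift, at one fixed dose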
# MPTP block – mitochondrial permeability transition pore inhibitors, primary screen, biochemical, isolated mouse mitochondria, absorbance | Ca2+ swelling absorbance, 30 min | inhibition, % at 10 µM | 1.4% of 360,000 active;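 active = inhibition of 50% or more, scaled per plate between neutral and stimulator controls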;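 note: 0% = DMSO wells given calcium and 100% = 1 mM EGTA wells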
# PfG6PD inh – PfG6PD enzyme inhibitors, primary screen, biochemical, fluorescence intensity, uHTS. AID 504690, 2011. inhibition, % at 20 µM. 0.78% of 350,000 active. PfGluPho enzyme, NADPH resazurin-diaphorase fluorescence;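 active = inhibition reaching at least a set limit at 20 µM in the primary screen, cut at about 59% in these data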;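 note: 0% = DMSO wells with substrate and 100% = DMSO wells lacking glucose-6-phosphate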
# Numbers without * were called inactive; . = no result given.
Structure,hIAP act,SENP6 block,SENP8 block,SENP1 FRET inh,ATG4B inh,NR3A LBD binder,MPTP block,PfG6PD inh
CCCCCN(C(=O)CCC(=O)OCC(=O)c1cccc(OC)c1)c1c(N)n(CCCC)c(=O)[nH]c1=O,1.1,-10,5,2,-3,1,0.0,5
CCc1cc2c(-n3nc(C)cc3C)ncnc2s1,1.1,1,4,2,-17,0,0.0,-22
C[C@H](Nc1ncnc2sc3c(c12)CCC3)C(=O)O,0.99,12,10,1,-10,0,-0.6,-13
CC(=O)Nc1nnc(CCS(=O)(=O)c2ccc(C)c(C)c2)s1,1.3,-6,9,2,5,1,-1.7,-8
COc1ccccc1N1CCN(CCC(=O)Nc2cccc(Cl)c2)CC1,1.1,-27,16,3,-8,1,0.8,8
CC(=O)c1cc2c(cc1NC(=O)c1cccc(S(=O)(=O)N3CCN(C)CC3)c1)OCO2,1,-23,-197,-3,-3,0,-0.1,17
O=C(Nc1ccccc1)Nc1ccc(C(=O)N2CCOCC2)cc1,1.1,59*,19,0,-11,0,0.8,-2
CC1(C)CC(=O)C(C=Nc2ccc3cn[nH]c3c2)=C(O)C1,0.91,-5,-108,-2,1,-2,-0.9,-15
Cc1c(C(=O)Nc2ccc(Nc3ccccc3)cc2)cccc1[N+](=O)[O-],0.91,8,20,0,2,9,0.5,15
N#CCSc1nnc(N)s1,1.4,-11,19,-1,3,0,0.9,-8
NC(=O)C(Cc1ccccc1)NS(=O)(=O)c1ccc(N2CCCC2=O)cc1 (configuration not stated),1.1,-12,7,1,7,1,-1.0,-11
COc1ccc(S(=O)(=O)N2CCCCC2)cc1C(=O)Nc1cc(C)on1,1.1,13,0,1,0,-2,1.3,-8
Cc1ccc2c(C)c(C(=O)N(C)CCC3CCCCO3)oc2c1C (configuration not stated),1,-3,11,2,4,0,0.4,12
CCCCCC(=O)N/N=C(\C)c1ccc(Cl)cc1,1.3,-20,7,1,2,-2,-0.3,4
O=C(CS(=O)(=O)Cc1ccccc1)Nc1ccccn1,0.94,8,-5,0,-8,1,-4.8,0
O=C(NCc1ccc2c(c1)OCO2)Nc1ccc2ccccc2c1,1,-30,-71,0,-5,-1,2.5,-6
CCC(CC)c1nnc(NC(=O)c2cc([N+](=O)[O-])ccc2N2CCCCC2)s1,0.94,-7,8,-2,-8,-1,2.7,15
COc1ccc(S(=O)(=O)n2ccc(-c3ccc4c(c3)CCC(C)(C)O4)n2)cc1,0.97,2,14,-1,6,-1,4.7,8
CN1CCN(c2ccc(S(=O)(=O)N3CCCCC3)cc2NC(=O)/C=C/c2ccc(OC(F)F)cc2)CC1,0.82,-2,4,-3,-8,-5,-0.7,14
COc1ccc(NC(=O)CCC(=O)NCc2ccco2)c([N+](=O)[O-])c1,1.1,17,15,3,-4,1,-0.4,6
C[C@H](O)[C@@H]1C(=O)N2CCc3ccc(N4CCN(C)CC4)cc3[C@@H]2C[C@@H]1N(C)C(=O)c1ccc(C#N)cc1,.,.,-11,-3,-3,1,-0.6,8
O=C(Nc1ccc2nc(-c3cccnc3)[nH]c2c1)C1CCCCC1,0.94,-2,-426,0,-6,-7,-5.6,-7
Cc1sc(NC(=O)c2ccco2)c(CN2CCN(c3ccc(F)cc3)CC2)c1C,1.1,6,-26,1,-3,1,7.2,15
CCOC(=O)/C=c1\s/c(=C\c2ccc(-c3ccccc3)cc2)c(=O)n1CC(=O)NCc1ccc2c(c1)OCO2,0.92,0,-133,-32,3,-3,0.9,-21
O=C(Nc1ccc(N2CCCC2)cc1)C(Cl)c1ccccc1 (configuration not stated),1.1,66*,38,12,1,-4,-4.8,88*
COc1cccc(NC(=O)CSc2nc3ccccc3c(=O)n2CCCC(=O)N2CCCC2)c1,0.92,-4,8,0,-11,0,5.3,9
Cc1cc(Nc2cccc(Cl)c2Cl)n2ncnc2n1,1.2,6,8,-1,1,-4,-0.4,-17
CCc1ccc2[nH]c(=O)c(CN(CCCN3CCOCC3)C(=O)Nc3cccc(Cl)c3)cc2c1,1.2,-16,-106,-7,-15,-5,-1.7,4
COC(=O)c1c(C)[nH]c(C(=O)COC(=O)Cc2ccc3c(c2)OCCO3)c1C,0.94,-4,0,3,-13,0,2.7,5
COc1cccc(OC)c1C(=O)Nc1nnc(-c2cccs2)s1,0.95,3,-400,-3,-12,1,-0.8,20

# Part of the list above, with two lines to a compound:
# Below each SMILES: hIAP act, SENP6 block, SENP8 block, SENP1 FRET inh, ATG4B inh, NR3A LBD binder, MPTP block, PfG6PD inh
- COc1ccc(S(=O)(=O)n2ccc(-c3ccc4c(c3)CCC(C)(C)O4)n2)cc1
  0.97, 2, 14, -1, 6, -1, 4.7, 8
- CN1CCN(c2ccc(S(=O)(=O)N3CCCCC3)cc2NC(=O)/C=C/c2ccc(OC(F)F)cc2)CC1
  0.82, -2, 4, -3, -8, -5, -0.7, 14
- COc1ccc(NC(=O)CCC(=O)NCc2ccco2)c([N+](=O)[O-])c1
  1.1, 17, 15, 3, -4, 1, -0.4, 6

# Next part:
Structure,hIAP act,SENP6 block,SENP8 block,SENP1 FRET inh,ATG4B inh,NR3A LBD binder,MPTP block,PfG6PD inh
CCOC(=O)Cn1cc(/C=C(\C#N)C(=O)N2CCOCC2)c2ccccc21,0.98,-22,-58,-9,-9,0,2.4,3
Cc1ccccc1Cn1cccc1/C=C1/C(=N)N2C=CSC2=NC1=O,1,-22,-4,-45,-1,-1,-20,-25
COc1ccc(C(=O)OCC(=O)NC(=O)NC(C)C)cc1OC,1,-5,5,2,4,-7,-1.3,-12
Cc1ccc(C(=O)Nc2sc(C)c(C)c2C(=O)c2ccccc2)cc1,1.2,-9,27,1,-7,20*,3.7,82*
CC1CN=C(c2ccccc2)O1 (configuration not stated),.,.,12,2,1,-6,0.1,-7
O=C(O)c1ccc(Cl)c(NCc2cccs2)c1,1.1,-17,-2,1,-7,2,-1.4,-22
O=C(O)c1ccc(/C=C/c2ccc3cccc(O)c3n2)cc1,1.3,95*,-110,1,4,0,-0.9,13
Cc1ccc(NC(=O)c2c(NC(=O)CCC(=O)O)sc3c2CCCCC3)cc1,0.89,1,-25,-46,7,-2,-2.3,37
CSCCC(=O)N1CCCC(N(C)CCc2ccccc2)C1 (configuration not stated),0.91,5,5,-2,3,-2,1.7,-10
Cc1cc(C)n(CC(O)Cn2c(C)c(C)c3ccccc32)n1 (configuration not stated),1,0,-32,-10,-8,1,3.4,19
CCCCn1c(NC(=O)C2CCCCC2)nc2ccccc21,1.1,-6,24,3,16,-1,-1.1,0
COC(=O)c1ccccc1NC(=O)c1ccccc1N(C)S(=O)(=O)c1ccccc1,0.99,15,21,-1,-2,0,-14,-7
CC(C)[C@H]1C(=O)Nc2ccccc2N1C(=O)N[C@@H](Cc1ccccc1)C(=O)N[C@H](C(=O)O)c1ccccc1,1,-9,32,4,-9,-4,1.5,-14
O=C(CN1C(=O)NC2(CCCCCC2)C1=O)N1CCCCC1,0.95,8,4,0,4,0,-0.1,-10
COc1ccc(-c2nc(-c3ccccc3OC)no2)cc1OC,0.93,33,40*,3,-7,-4,-1.1,-4
CCCN1CCN(C(=O)c2nn(-c3ccc(OC)cc3)c(=O)c3c2c2ccccc2n3C)CC1,0.88,-10,-194,3,-11,0,0.5,-3
CCCCNC(=O)c1nnn(-c2ccccc2)c1N,1.1,-10,12,2,2,-1,-1.4,-8
O=C(OCC(=O)N1CCCCC1)c1cccc(NS(=O)(=O)c2ccccc2)c1,0.92,-19,0,2,-6,-1,-2.4,-4
COc1ccc(Cn2c(C)c(C)c(C#N)c2NC(=O)Nc2ccccc2)cc1,0.94,-8,2,0,-5,-6,1.8,-7
Cc1nn(C)c(Oc2ccccc2)c1CCNC(=O)CC(C)C,1.1,8,10,2,1,-2,10,-16
COc1ccc(Nc2ncc3c(n2)CC(c2ccc(OC)cc2)CC3=O)cc1 (configuration not stated),0.97,-31,-158,-3,-5,-3,1.3,-15
COc1ccc(NC(=O)CCSc2nc(C)cs2)cc1,1,8,7,1,-2,-4,-0.2,-3
O=Cc1c(N2CCN(c3cccc(Cl)c3)CC2)nc2ccccn2c1=O,0.88,-2,-62,-60,6,5,-1.2,2
CC1(C)Cc2ccccc2-c2nc(NN)[nH]c(=O)c21,1.1,-13,-273,0,6,0,-1.5,17
CCNC(=O)CC1C(=O)N(C)C(=S)N1NC(=O)c1ccc(Cl)cc1 (configuration not stated),1,3,20,-3,-8,-4,-2.9,-27
Cc1ccc(NC(=O)CC2(CC(=O)O)CCCC2)c(C)c1,1.1,1,26,1,2,3,-0.8,0
O=C(NCC(c1cccs1)N1CCOCC1)c1ccc(Cl)nc1 (configuration not stated),1,-7,7,0,-22,2,1.2,4
O=CC(=Cc1ccccc1)c1ccccc1,.,.,14,2,.,.,0.3,21
Cc1nn(CC(=O)N2CCCCCC2)c(=O)c2cc3occc3n12,0.98,3,1,2,-2,1,1.7,9
CCCCC(=O)Nc1ccc2c(c1)nc(CCN1CCN(C)CC1)n2C,1.2,-17,8,0,0,-1,-0.5,-16
CN(C(=O)Cn1nc(C(=O)O)c2ccccc2c1=O)C1CCCCC1,1.2,4,-2,0,-4,2,0.6,11
Cc1nnc2c(NC3CCCC3)nc3ccccc3n12,0.83,13,-7,0,-10,-3,0.0,10
COc1ccc(OCc2nnc(NC(=O)Nc3ccccc3F)s2)cc1,1,-15,14,1,-3,-9,9.5,-19
COC(=O)[C@@]12CCCCN1[C@H](c1ccc(-c3ccc(F)cc3)c(OC)c1)[C@H]1C(=O)N(C)C(=O)[C@H]12,1.2,-28,1,-1,-7,5,-0.1,21
CC(C)CC1(C)NC(=O)N(CC(=O)Nc2ccc(F)c(F)c2F)C1=O (configuration not stated),1.1,9,1,1,-2,0,-0.1,1
CCOc1ccccc1NCc1cc(=O)oc2cc(C)c(O)cc12,0.79,-11,9,4,0,0,1.1,-16
O=C(c1ccccc1)c1cc(-c2ccccn2)c(N2CCOCC2)s1,1.1,7,-197,-64,-12,-2,1.5,7
O=S(=O)(NCc1ccccc1)c1ccc(NC(=S)NCc2ccco2)cc1,0.89,17,-307,-27,1,6,-0.2,9
CCOC(=O)C1(Cc2cccc(Cl)c2)CCCN(C(=O)CCC(=O)N(C)C)C1 (configuration not stated),0.87,-17,16,3,17,0,0.1,-7
COc1ccc(C[C@H]2CN3C(=NC[C@@H]3C(C)C)N2CCNC(=O)c2ccc(C)c(Br)c2)cc1,1.2,-6,13,0,2,-1,69*,2
C=C(C)CN=CC1(C)CCC(C)=CO1 (configuration not stated),.,.,-20,-11,1,0,1.2,-3
CCCCC(CC)CNC(=O)C(Cc1ccccc1)NS(=O)(=O)c1ccc2c(c1)CCC(=O)N2 (configuration not stated),1.2,-2,6,2,-15,0,1.9,-4
COc1cc(C(=S)N2CCCCC2)ccc1O,1.1,-5,8,0,7,-3,-0.9,4
COCCCn1c(SCC(=O)c2ccccc2)nc2ccccc2c1=O,0.93,11,6,4,-1,-1,0.9,5
Cc1nc2ccc(-c3nc4ccc(N)cc4[nH]3)cc2[nH]1,1,-1,-410,-17,-10,0,-1.0,17
COc1cccc(CNC(=O)c2cc(S(=O)(=O)N3CCCCC3)c[nH]2)c1,1.2,-9,0,2,-11,-2,-1.6,1
CCOc1cc(C(=O)O)ccc1OCCOc1ccccc1,1,-6,1,0,2,0,-1.7,-1
